Screening data as filed in PubChem BioAssay.
AT treatment: qHTS Assay for Identifying a Potential Treatment of Ataxia-Telangiectasia; Potency, µM (doses to about 57.5 µM), inactives show at the highest dose activation, hits mostly activators; […] A-T fibroblasts, KAP-1 phosphorylation AlphaLISA; neocarzinostatin DNA damage 30 min before lysis; AID 485349, 2010; actives 0.19% (n = 320,000); also: potency is read from the fitted curve at half-maximal effect; % of control where 0% means no effect; nearly all actives have a fitted effect of over 45% in size
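hTERT-immortalized A-T patient fibroblasts ([…]), 500 cells/well in OPTI-MEM, 1% FBS, got compounds for 60 min, then NCS for 30 min at 37C. Lysates were then assayed for phospho-KAP-1 by AlphaLISA (anti-pKAP1 donor, anti-KAP1 acceptor beads), 6 hr at 25C.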
Eya2 inh: qHTS Assay for Inhibitors of the Phosphatase Activity of Eya2; AID 488837, 2010; recombinant Eya2, OMFP fluorescence dephosphorylation (OMFP is methylfluorescein phosphate); Potency, µM (doses to about 76.9 µM), inactives show top-dose activity, negative = inhibition, actives largely listed as inhibitors; Protein phosphatase EYA2 (Homo sapiens), O00167; actives 0.006% (n = 330,000); also: potency is read from the fitted curve at half-maximal effect; % is scaled to controls: 0 for no effect and ±100 for the full control effect
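Eya2 protein (added as 0.2 uM solution) was preincubated with compound for 10 min at ambient temperature in 50 mM HEPES pH 7.5, 50 mM NaCl, 5 uM MgCl2, 0.05% BSA, 1 mM DTT. OMFP (added at 50 uM) then reacted 10 min; fluorescence read at 485/525 nm.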
KCNH2 3.1 inh: qHTS for Inhibitors of KCHN2 3.1: Mutant qHTS. actives 0.95% (n = 340,000). activity change, % (tested at about 1.8 µM). U2OS KCNH2 3.1, thallium flux FluxOr; hits give low values. AID 720553, 2013;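 active = maximum activity change below -70%; inconclusive = maximum activity change from -70% to -50%; inactive = maximum activity change above -50%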;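 also: thallium influx rate constant from kinetic fluorescence after stimulation buffer; % is scaled to controls: 0 for no effect and ±100 for the full control effect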
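Steps: virus added to U2OS suspension (4 h, RT, dark); medium with 10% FBS added, cells plated, 37 C overnight; FluxOr/Red40 loading buffer 45 min RT; stimulation buffer, 2 min kinetic read; rate constant normalized.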
USP2a inh: qHTS Assay for Inhibitors of Ubiquitin-specific Protease USP2a Using CHOP2 as the Reporter; Ubiquitin carboxyl-terminal hydrolase 2 (Homo sapiens), O75604; USP2 core, Ub-CHOP2 coupled fluorogenic reporter, 485/531; Potency, µM (top dose mostly 38.3 µM), for the others: top-dose activity change, negative = inhibition, usual class: inhibitors; actives 0.01% (n = 330,000);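 also: potency is read from the fitted curve at half-maximal effect; plate controls were DMSO wells for no effect and full inhibition by NEM control for full effect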
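USP2 core (10nM final) preincubated 30min RT with compound in 20mM Tris-HCl pH 8.0, 2mM CaCl2, 2mM beta-mercaptoethanol, 0.05% CHAPS; 25nM Ub-CHOP2 plus 25nM reporter substrate added, fluorescence (Ex485/Em531) read after 60min.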
ELG1 repair inh: qHTS screen for small molecules that inhibit ELG1-dependent DNA repair in human embryonic kidney (HEK293T) cells expressing luciferase-tagged ELG1; HEK293T ELG1-luciferase reporter, luminescence, 16 h; DNA damage induced by 5-fluorouridine; Potency, µM (titrated, usually from 46.1 µM), inactives show at the highest dose activity change, negative = inhibition, usual class: inhibitors; actives 2.3% (n = 330,000); AID 504467, 2011; also: potency is read from the fitted curve at half-maximal effect; % is scaled to controls: 0 for no effect and ±100 for the full control effect; nearly all actives have a fitted effect of over 55% in size
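In this reporter screen, reduction of luminescence relative to DMSO vehicle indicated activity. Compounds and 5-fluorouridine were added together to 2,000 cells per well, incubated for 16 hr at 37 °C, then developed with ONE-Glo.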
TSHR antagonist: Antagonists of the Thyroid Stimulating Hormone Receptor: HTS campaign | AID 504810, 2011 | Thyrotropin receptor (Homo sapiens), P16473 | activity change, negative = inhibition, % at 11.5 µM | actives 0.2% (n = 330,000) | TSHR-expressing cells, TSH-stimulated cAMP HTRF, 2 h; hits give low values;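 active = activity change below a set negative limit, meaning inhibition stronger than a set level, cut at about -70% in these data; inconclusive = activity change between two set negative limits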; also: % is scaled to controls: 0 for no effect and ±100 for the full control effect
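Antagonism was scored as loss of TSH-driven cAMP in TSHR cells, stimulated with 4nM TSH (EC80) for 2 hours at 37 deg C and detected by homogeneous HTRF competition immunoassay.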
KCNH2 WT inh: qHTS for Inhibitors of KCHN2 3.1: Wildtype qHTS | Voltage-gated inwardly rectifying potassium channel KCNH2 (Homo sapiens), Q12809 | U2OS, BacMam KCNH2, thallium flux FluxOr; hits give low values | activity change, % at 1.84 µM | actives 0.37% (n = 340,000);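 active = maximum activity change below -70%; inconclusive = maximum activity change between -70% and -50%; inactive = maximum activity change above -50%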; also: % is scaled to controls: 0 for no effect and ±100 for the full control effect
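U2OS cells transduced with wild-type KCNH2 virus are loaded with FluxOr dye for 45 min, and thallium flux is measured in kinetic reads before and after stimulation buffer. Rate constants are normalized to DMSO controls.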
Mito fusion act: qHTS Assay for Small Molecule Inhibitors of Mitochondrial Division or Activators of Mitochondrial Fusion; S. cerevisiae fusion-defective mutant growth rescue, CellTiterGlo 48 h; Potency, µM (highest dose often 46.1 µM), without a hit: at the highest dose growth rescue (activation), actives largely listed as activators; actives 0.23% (n = 320,000); AID 485298, 2010;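 also: potency is read from the fitted curve at half-maximal effect; % of control where 0% means no effect; nearly all actives have a fitted effect of over 45% in size; temperature-sensitive fusion mutants such as fzo1-1 at 37 °C on non-fermentable ethanol glycerol medium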
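Luminescent cell viability in 1536-well qHTS format served as the measure of rescued growth in ts fusion-mutant S. cerevisiae cultured on non-fermentable YPEG for 48 hours at 37C.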
TRPV1 ag: HTS Assay for Compounds that Act as Agonists of the Vanilloid Receptor 1 | actives 0.19% (n = 320,000) | TRPV1-expressing cells, Fluo-8 calcium influx, agonist mode | Transient receptor potential cation channel subfamily V member 1 (Homo sapiens), Q8NER1 | activation, % at 8.33 µM; in the data active = activation above about 80%; inconclusive = between about 30% and that limit; also: 0% is about no effect
Target sequence (Q8NER1 whole entry, looked up): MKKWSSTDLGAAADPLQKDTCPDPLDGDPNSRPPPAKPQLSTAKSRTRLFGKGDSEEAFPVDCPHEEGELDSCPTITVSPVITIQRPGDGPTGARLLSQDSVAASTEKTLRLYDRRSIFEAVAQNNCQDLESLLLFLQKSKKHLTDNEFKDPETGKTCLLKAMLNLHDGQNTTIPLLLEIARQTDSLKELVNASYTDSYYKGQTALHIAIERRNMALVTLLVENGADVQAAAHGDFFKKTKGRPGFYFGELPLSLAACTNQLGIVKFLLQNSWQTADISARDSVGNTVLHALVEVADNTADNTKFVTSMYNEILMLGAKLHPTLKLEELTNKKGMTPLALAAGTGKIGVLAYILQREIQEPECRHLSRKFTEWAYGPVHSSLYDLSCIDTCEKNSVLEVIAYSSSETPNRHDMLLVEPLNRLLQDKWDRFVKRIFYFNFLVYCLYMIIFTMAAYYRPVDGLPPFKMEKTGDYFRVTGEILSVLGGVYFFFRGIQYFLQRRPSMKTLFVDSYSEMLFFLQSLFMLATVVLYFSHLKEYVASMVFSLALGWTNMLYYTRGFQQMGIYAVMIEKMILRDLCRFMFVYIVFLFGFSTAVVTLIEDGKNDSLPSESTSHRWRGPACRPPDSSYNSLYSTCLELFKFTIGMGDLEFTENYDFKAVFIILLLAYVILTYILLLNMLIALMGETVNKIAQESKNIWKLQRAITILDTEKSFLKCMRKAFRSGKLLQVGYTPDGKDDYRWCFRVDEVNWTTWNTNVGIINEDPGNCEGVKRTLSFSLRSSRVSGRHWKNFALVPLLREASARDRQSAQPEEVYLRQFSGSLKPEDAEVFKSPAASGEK
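Fluo-8 calcium influx in TRPV1-expressing cells, kinetic read (ex 480/em 520 nm). Compound added and read 3 min for agonist activity, followed by capsaicin at EC20 final and 2 min further read for enhancement.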
TCR act: Activators of T cell receptors: qHTS campaign | Potency, µM (titrated, usually from 9.22 µM), without a hit: at the highest dose activation of IL-2 secretion, most hits filed as activators | primary human leukocytes, anti-CD3, IL-2 HTRF, 48 h | 330,000 tested, under 10 active; also: % of control where 0% means no effect
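Compounds are tested in HTS on primary human leukocytes co-incubated with a-CD3 beads for 48 hr. IL-2 output is measured by time-resolved FRET.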
* hit, by the source's call; ? = inconclusive; nt = not tested or not shown; [ ] = dose if it differs, or a comment. Unless noted, calls follow the shape of the dose curve; as a rule, active = well fitted curve in the direction sought with a large enough effect; inconclusive = small, poorly fitted or top-dose-only effect, or another doubt; inactive = no such curve, though single readings can be large; an effect the other way counts as inactive or inconclusive. Only part of the results is shown; count on the stated rates, not on these rows.

SMILES	AT treatment	Eya2 inh	KCNH2 3.1 inh	USP2a inh	ELG1 repair inh	TSHR antagonist	KCNH2 WT inh	Mito fusion act	TRPV1 ag	TCR act
CCCCN(Cc1ccccc1)C(=O)C1CCCN(S(=O)(=O)c2cnc[nH]2)C1 (centres undefined)	12%	-14%	4	1%	-8%	9	-6	-1%	21	-1%
CN1C(=O)CC(=O)N(C)c2cc(S(=O)(=O)N(C)Cc3ccccc3)ccc21	1%	-9%	5	0%	18%	-4	-4	-3%	-2	-2%
O=C(CCCOc1ccccc1)NCCc1nc2ccccc2[nH]1	-4%	-1%	2	2%	?	1	0	2%	8	0%
CCn1c(-c2cc(-c3cc(C)ccc3C)nc3ccccc23)n[nH]c1=S	-3%	7%	-3	1%	?	1	-2	-25%	-5	-1%[46.1 µM]
COC(=O)c1ccc(-c2n[nH]c(=O)c3ccccc23)cc1	0%	2%	6	3%	?	2	-6	-6%	3	1%[46.1 µM]
COC(=O)CCCC1=CC2=CC(=O)C(C)(OC(=O)c3cccs3)C(=O)C2=CN1CCCCO (centres undefined)	13%	4%	8	-4%	9%	1	-5	-12%	-10	-8%
OCCN1CCN(C(=S)c2ccc(Cl)cc2)CC1	10%	2%	10	-1%	20%	-1	-8	-8%	-2	3%
Cn1c(=NC(=O)COc2ccccc2)sc2cccc(F)c21	25%	-22%	5	10%	?	5	-21	1%	1	-11%
Cc1cccc(/C=N/NC(=O)Cn2nnnc2N)n1	3%	8%	0	1%	14%	15	12	2%	0	17%
Cc1nn(C)c(C)c1S(=O)(=O)N1CCC(C(=O)NCC2COc3ccccc3O2)CC1 (centres undefined)	2%	23%	-10	0%	-1%	0	-38	-1%	-3	1%
COc1ccc(NC(=O)Cn2nnc(C(=O)Nc3ccc(F)c(Cl)c3)c2N)cc1OC	-10%	-12%	-29	1%	6%	-9	-15	3%	-1	-4%
Cc1cc(C)c(N=C2CCCN2Cc2ccccc2)c(C#N)c1	3%	3%	-15	1%	-24%	-1	14	4%	-3	-5%[46.1 µM]
CC(=O)c1cccc(NC(=S)NC(=O)c2cccc(Cl)c2)c1	8%	3%	8	0%	?	-9	28	6%	9	2%[46.1 µM]
CCN(CC)C(=O)Cn1cnc([N+](=O)[O-])n1	0%	-3%	5	0%	0%	1	-9	1%	1	nt
CNC(=O)C1=C(C)NC(=S)NC1c1cccs1 (centres undefined)	0%	-1%	12	2%	-10%	-3	0	-1%	1	0%
COc1ccc(OC)c(-c2cn(S(=O)(=O)c3ccccc3)nc2N)c1	7%	0%	16	2%	14%	-3	-1	2%	-3	7%
CCCSc1nnc(NC(=O)Nc2ccccc2OC)s1	0%	0%	-10	2%	?	0	-2	7%	18	-7%
COc1ccc(Cl)cc1NC(=O)CCS(=O)(=O)c1ccc(Br)cc1	7%	10%	5	4%	1%	-6	0	31%	2	-2%
Cc1ccc(Cn2cc(C(=O)NN)c(=O)c3ccc(F)cc32)cc1	-11%	-18%	-13	3%	-19%	-2	-1	-3%	-2	-6%
Cc1ccc(OCc2nnc(SCC(=O)C(C)(C)C)n2Cc2ccco2)cc1	-1%	-8%	-12	6%	?	5	-3	-5%	20	0%
NC(=O)C1CCN(CC(O)CSc2ccccc2)CC1 (centres undefined)	23%	0%	-25	-1%	14%	16	9	-2%	-1	-1%
NC(=O)C1CCCN(C(=O)Nc2cccc3ccccc23)C1 (centres undefined)	4%	15%	-32	1%	13%	-4	6	-4%	2	8%
CC(=O)c1ccc(N2CCN(S(=O)(=O)c3cc4[nH]c(=O)c(=O)[nH]c4cc3C)CC2)cc1	3%	-6%	3	0%	28%	-7	3	-1%	-5	2%
CN(c1ccccc1)S(=O)(=O)c1ccc(C(=O)Nc2ccncc2)cc1	-2%	1%	-2	2%	?	6	3	13%	?	-2%
O=C(c1ccccc1)c1cccs1	-3%	-10%	nt	1%	2%	15	-42	-6%	12	6%
COc1ccccc1N(CC(O)CN1C(C)CCCC1C)S(=O)(=O)c1ccccc1 (centres undefined)	1%	1%	-3	-1%	-1%	5	1	2%	-1	-4%
CC(C)c1ccc(NC(=O)Cc2cn(C)c3ccccc23)cc1	4%	-7%	-29	0%	-15%	5	-8	2%	-8	-3%
COc1ccc(OC)c(/C=C/C(=O)OCC(=O)NC2CCCCCCC2)c1	9%	-4%	3	1%	-12%	4	20	3%	0	-3%
CCOC(=O)C1CCN(Cc2cc(=O)oc3cc(C)ccc23)CC1	-4%	-9%	12	3%	0%	-4	9	0%	9	-5%
CCOC(=O)/C(C#N)=C/c1ccc(N2CCN(Cc3ccccc3)CC2)cc1	0%	10%	?	2%	9%	-19	-2	4%	17	-1%[46.1 µM]
N#Cc1cccc(C(=O)OCc2cccc(S(=O)(=O)N3CCOCC3)c2)c1	9%	?	-6	3%	10%	-12	2	-1%	1	3%
Cc1cccc(-c2noc(-c3ccoc3C)n2)c1	3%	6%	-2	1%	?	1	6	3%	0	-5%
COc1ccc([N+](=O)[O-])cc1NC(=O)Cn1ccc(C(F)(F)F)n1	0%	-22%	8	8%	14%	-2	7	-2%	-4	3%
COc1ccc(-c2ccc3c(c2)S(=O)(=O)c2cccc(C(=O)NCCOc4ccccc4)c2C3=O)cc1OC	1%	-1%	16	0%	?	10	-9	-5%	5	-2%
CCCCCc1nc2c(=O)n(C)c3ccccc3c2o1	8%	-4%	16	2%	?	1	3	2%	-2	nt
O=C(NCc1ccccc1Cl)c1ccc(CS(=O)Cc2ccc(Cl)cc2)o1 (centres undefined)	6%	-9%	7	2%	?	3	2	-2%	6	-5%
O=C(CCc1nc2ccccc2s1)OCC(=O)c1ccccc1	8%	-1%	-2	1%	?	9	4	-2%	11	-3%[46.1 µM]
O=C(O)COC(=O)C1C(c2ccccc2)C(C(=O)O)C1c1ccccc1 (centres undefined)	-2%	-2%	14	0%	12%	4	14	-4%	-2	8%
O=C(CC1CCCCC1)Nc1c2c(nn1-c1ccc(F)cc1)CS(=O)(=O)C2	-1%	10%	5	2%	-2%	6	-4	-8%	?	3%
O=C(NCC(c1ccco1)N1CCc2ccccc2C1)c1cccc(F)c1 (centres undefined)	-1%	2%	6	0%	3%	0	12	17%	15	1%

Already shown: entries from further up.
SMILES	AT treatment	Eya2 inh	KCNH2 3.1 inh	USP2a inh	ELG1 repair inh	TSHR antagonist	KCNH2 WT inh	Mito fusion act	TRPV1 ag	TCR act
NC(=O)C1CCN(CC(O)CSc2ccccc2)CC1 (centres undefined)	23%	0%	-25	-1%	14%	16	9	-2%	-1	-1%
NC(=O)C1CCCN(C(=O)Nc2cccc3ccccc23)C1 (centres undefined)	4%	15%	-32	1%	13%	-4	6	-4%	2	8%
CC(=O)c1ccc(N2CCN(S(=O)(=O)c3cc4[nH]c(=O)c(=O)[nH]c4cc3C)CC2)cc1	3%	-6%	3	0%	28%	-7	3	-1%	-5	2%

Next section:
SMILES	AT treatment	Eya2 inh	KCNH2 3.1 inh	USP2a inh	ELG1 repair inh	TSHR antagonist	KCNH2 WT inh	Mito fusion act	TRPV1 ag	TCR act
CCc1nnc(NC(=O)COC(=O)CN2C(=O)c3ccccc3C2=O)s1	-10%	-4%	19	1%	-2%	12	-10	-1%	1	14%
COc1ccc(NC(=O)CSc2nc3[nH]c(=O)[nH]c(=O)c3s2)cc1OC	2%	?	-8	-1%	?	-73*	-2	0%	-2	7%
COc1ccc(C(=O)N/N=C(/C)c2cccc(NC(=O)c3ccccc3F)c2)cc1	4%	-2%	-5	2%	?	4	-13	1%	1	7%
CCS(=O)(=O)N1CCC(C(=O)NCc2cc(OC)ccc2OC)CC1	0%	2%	-11	1%	6%	9	-5	0%	-3	-2%
CCc1nnc(NC(=O)CSc2nc3[nH]c(=O)cc(O)c3s2)s1	-1%	-22%	26	-6%	?	-9	-3	-3%	-1	1%
Cc1c(OCC(=O)N2C[C@H]3C[C@@H](C2)c2cccc(=O)n2C3)ccc2c3c(c(=O)oc12)CCCC3	1%	10%	-5	1%	7%	4	8	-4%	-3	4%
Cc1ccc(NC(=S)Nc2ccc(Cl)c(Cl)c2)c(OC(F)F)c1	4%	2%	-5	5%	?	-5	-12	-13%	3	-5%[46.1 µM]
CCC(C(=O)NCc1ccc(F)cc1)N(Cc1cccs1)C(=O)c1snc(C(N)=O)c1N (centres undefined)	7%	7%	-4	1%	-25%	5	-1	4%	1	0%
